RGS12 GoLoco inh: RGS12 GoLoco-Gai1 interaction inhibition; 0.44% of 230,000 active; P63096; AID 880; Gai1:RGS12 GoLoco peptide FP, rhodamine, 10 min; Potency, µM (top dose mostly 61.6 µM), for the others: at the highest dose activity, negative = inhibition, hits mostly inhibitors; active = well fitted inhibition curve with a large enough effect, not every such curve was filed as active; inactive = no such curve, though single readings can be large or run the other way; also: % is scaled to controls: 0 for no effect and ±100 for the full control effect; nearly all actives have a fitted effect of over 30% in size; many of its hits are not listed in these tables
Target sequence (P63096 whole entry, looked up): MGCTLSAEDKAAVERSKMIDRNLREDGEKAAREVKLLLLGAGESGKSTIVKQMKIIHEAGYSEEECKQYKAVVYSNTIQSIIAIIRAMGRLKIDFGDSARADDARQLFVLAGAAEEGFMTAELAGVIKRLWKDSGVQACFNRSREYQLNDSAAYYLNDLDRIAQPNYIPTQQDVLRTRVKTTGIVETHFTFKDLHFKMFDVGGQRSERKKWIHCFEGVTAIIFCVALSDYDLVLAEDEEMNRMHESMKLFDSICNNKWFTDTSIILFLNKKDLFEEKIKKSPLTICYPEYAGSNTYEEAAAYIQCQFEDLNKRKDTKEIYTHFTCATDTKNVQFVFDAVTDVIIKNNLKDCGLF
ALDH1A1 inh: inhibitors of human aldehyde dehydrogenase 1A1. P00352. Potency, µM (titrated, usually from 75.3 µM), without a hit: at the highest dose activity, negative = inhibition, usual class: inhibitors. 7.3% of 220,000 active. Purified ALDH1A1, NADH fluorescence, propionaldehyde substrate; active = well fitted inhibition curve with a large enough effect, not every such curve was filed as active; inconclusive = small, poorly fitted or top-dose-only effect, or another doubt; inactive = no such curve, though single readings can be large or run the other way;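 also: plate controls were no enzyme wells and a reference inhibitor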
GLA spleen mod: alpha-galactosidase A (human) modulation | P06280 | 0.008% of 240,000 active | human spleen homogenate, 4MU-alpha-Gal fluorescence, 40 min | AID 2107 | Potency, µM (series often up to 80 µM), inactives show at the highest dose activity change, negative = inhibition, actives largely listed as inhibitors;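 also: 0% = enzyme with vehicle and -100% = no enzyme basal signal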
Target sequence (P06280 32-429 limits assumed): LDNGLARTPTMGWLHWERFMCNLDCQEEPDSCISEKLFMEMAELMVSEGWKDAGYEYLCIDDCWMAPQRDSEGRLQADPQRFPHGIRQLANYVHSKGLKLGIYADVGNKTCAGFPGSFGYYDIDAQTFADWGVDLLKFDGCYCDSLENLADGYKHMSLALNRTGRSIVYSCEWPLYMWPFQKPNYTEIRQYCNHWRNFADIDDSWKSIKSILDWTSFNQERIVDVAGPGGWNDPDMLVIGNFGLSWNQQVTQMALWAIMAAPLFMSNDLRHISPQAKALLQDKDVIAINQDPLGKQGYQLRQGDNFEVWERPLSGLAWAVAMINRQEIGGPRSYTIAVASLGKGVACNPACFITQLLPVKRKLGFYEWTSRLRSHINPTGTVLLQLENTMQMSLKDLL
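Spleen homogenate 1 ug + cpd (titration) + 4-MU-alpha-D-galactopyranoside 1 mM; 37C 40 min; 50 mM citrate/phosphate pH 5.0, 0.01% Tween-20; stop pH 10; fluorescence 365/440; AC50 via Hill.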
aGlu spleen mod: inhibits or activates alpha-glucosidase in human spleen homogenate; human spleen homogenate, 4-MU-alpha-glucoside fluorescence; AID 2112; Potency, µM (highest dose often 79.9 µM), for inactives: top-dose activity change, negative = inhibition, most hits filed as inhibitors; 0.006% of 240,000 active;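 also: 0% = enzyme with vehicle and -100% = no enzyme basal signal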
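Enzyme source: human spleen homogenate, 1 ug/well. Buffer 50 mM citric acid/K phosphate pH 5.0, 0.01% Tween-20. 4-MU-alpha-glucoside 1 mM; 37 C x 40 min; NaOH/glycine stop; fluorescence.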
SMN2 splice enh: increases expression of the SMN2 splice variant. HEK293 SMN2-luciferase splicing reporter, luminescence, 30-36 h. Potency, µM (titrated, usually from 46.1 µM), for the others: at the top dose activity change, positive = activation, most hits filed as activators. 2.8% of 210,000 active. AID 1458; also: % of control where 0% means no effect; nearly all actives have a fitted effect of over 55% in size
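HEK293 cells carry an SMN2 minigene-luciferase reporter in which exon 7 inclusion puts luciferase in frame. Cells were seeded at 2000 cells/well, attached for 10-12 hours, then exposed to compounds for 30-36 hours at 37C before ONE-Glo luminescence.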
GAA inh: alpha-glucosidase (human) inhibition | Potency, µM (highest dose often 76.9 µM), for the others: at the top dose activity change, negative = inhibition, most hits filed as inhibitors | 0.005% of 200,000 active | P10253 | purified human GAA, 4-MU-alpha-glucoside fluorescence;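 also: plate controls were uninhibited enzyme wells for no effect and no-enzyme background for full effect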
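Human alpha-glucosidase, 4 nM, pre-mixed with test compounds before 400 uM 4-methylumbelliferyl substrate; 20 min room temperature at pH 5.0. Fluorescence read after pH 10 stop; AC50 values from Hill-equation fits.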
JMJD2E inh: blocks human JMJD2E demethylase activity. B2RXH2. JMJD2E catalytic domain, FDH-coupled NADH fluorescence (FDH is formaldehyde dehydrogenase). Potency, µM (doses to about 57.1 µM), for inactives: at the top dose activity change, negative = inhibition, actives largely listed as inhibitors. 1.6% of 230,000 active. AID 2147; active = well fitted inhibition curve with a large enough effect, not every such curve was filed as active; inconclusive = small, poorly fitted or top-dose-only effect, or another doubt; inactive = no such curve, though single readings can be large or run the other way;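 also: 0% = wells with enzyme and -100% = buffer wells without enzyme; nearly all actives have a fitted effect of over 50% in size; many of its hits are not listed in these tables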
Target sequence (B2RXH2 1-337 limits assumed): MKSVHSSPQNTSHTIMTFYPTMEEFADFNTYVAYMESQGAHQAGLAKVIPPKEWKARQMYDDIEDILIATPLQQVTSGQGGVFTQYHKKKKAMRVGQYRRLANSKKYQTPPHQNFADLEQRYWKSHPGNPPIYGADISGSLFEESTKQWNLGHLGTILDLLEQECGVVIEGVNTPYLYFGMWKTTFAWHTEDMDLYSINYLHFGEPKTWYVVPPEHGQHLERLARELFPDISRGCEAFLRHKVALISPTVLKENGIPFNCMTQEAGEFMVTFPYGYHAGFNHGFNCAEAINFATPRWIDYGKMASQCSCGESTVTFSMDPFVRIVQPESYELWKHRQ
GAA glycogen: inhibitors or activators of human alpha-glucosidase glycogen cleavage. P10253. recombinant GAA, glycogen substrate, Amplex Red glucose oxidase fluorescence. Potency, µM (highest dose often 76.4 µM), for inactives: at the highest dose activity change, negative = inhibition, most hits filed as inhibitors. 0.38% of 300,000 active. AID 2100;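 also: 0% = full enzyme reaction and -100% = no-enzyme basal signal; the screen sought inhibitors and activators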
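Natural-substrate format: glycogen cleavage by 4 nM human enzyme, glucose read by Amplex Red coupling (Ex 573, Em 610 nm). Normalized to enzyme and no-enzyme controls.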
* hit, by the source's call; u = inconclusive; x = not tested or not shown; [ ] = another dose, or the depositor's remark. Unless noted, calls follow the shape of the dose curve; as a rule, active = well fitted curve in the direction sought with a large enough effect; inconclusive = small, poorly fitted or top-dose-only effect, or another doubt; inactive = no such curve, though single readings can be large; an effect the other way counts as inactive or inconclusive. Potency is read from the fitted curve at half-maximal effect. Only part of the results is shown; rates above refer to the full screens.

Results follow in this order: GAA inh	JMJD2E inh	SMN2 splice enh	aGlu spleen mod	GLA spleen mod	GAA glycogen	ALDH1A1 inh	RGS12 GoLoco inh
Cc1cc(C)n(C(=O)CNc2cccc(Cl)c2C)n1
 : 2%	-4%	-4%	-10%	-3%	-2%	8%	-1%
COCCn1c(-c2ccccc2)nc2c(c(=O)c3ccccc3n2C)c1=O
 : 2%	1%	22%	-2%	-6%	5%	-4%	-18%
Cc1cc(NC(=O)C2CC(=O)OC2c2ccccc2)no1 (stereo not given)
 : 0%	-4%	-14%	-3%	3%	7%	-13%	1%
COc1ccc(OC)c(/C=N/NC(=O)CCN2CCN(C(c3ccccc3)c3ccccc3)CC2)c1
 : -9%	0%	7%	-5%	-8%	-2%	u	-8%
N#Cc1c2c(c(NCc3cccnc3)n3c1nc1ccccc13)CCC2
 : u	u	u	0%	15%	-11%	u	3%
COc1ccccc1NC(=O)Nc1nn(C)c2cccc(N(C)C)c12
 : x	u	x	-2%	0%	-12%	x	-9%
O=C1CCCC/C1=C/Nc1cccc(C(F)(F)F)c1
 : 12%	14%	-6%	10%	15%	-2%	u	18%
CCOC(=O)Cn1nc(C)cc1NC(=O)c1ccncc1
 : 1%	-3%	-4%	0%	3%	-8%	11%	-2%
O=c1cc(C(F)(F)F)nc(-n2[nH]c3c(c2=O)CCCC3)[nH]1
 : -4%	2%	-49%[inhibitor]	-3%	10%	7%	u	113%[activator]
N#CCCN(C(=O)CCl)c1cccc(Cl)c1
 : 2%	-2%	-97%[inhibitor]	x	6%	-6%	0.11µM*	2%
Cc1cc(C)c(S(=O)(=O)Nc2cccc(S(=O)(=O)NC3=NCCC3)c2)c(C)c1
 : 2%	18%	15%	-3%	-3%	10%	u	7%
N/C(=N\c1nc(CSc2nnnn2-c2ccccc2)cc(=O)[nH]1)Nc1ccccc1
 : 12%	-27%	0%	1%	2%	4%	5µM*	12%
Cc1c(C)c2ccc(OCC(=O)N(C)C)c(C)c2oc1=O
 : -10%	u	u	-2%	3%	-4%	u	0%
CC(=O)CC(c1ccc([N+](=O)[O-])cc1)c1c(O)c2ccccc2oc1=O (stereo not given)
 : -25%[15.4 µM]	-11%	0%	-13%	-19%	-5%	-2%	-3%
CCOC(=O)c1[nH]c(C)c(CC(C)C)c1C
 : -7%	1%	17%	3%	1%	2%	1%	2%
CCOC(=O)C1CCN(c2c(NC3CCCCCCC3)c(=O)c2=O)CC1
 : 1%	-2%	6%	-1%	2%	5%	u	-1%
c1csc(-c2nc3c4ccccc4c4ccccc4c3[nH]2)c1
 : u	u	-10%	11%	u	-5%	u	2%
CCCn1c(SCC(=O)NC2CCCC2)nnc1-c1ccccn1
 : x	5%	x	-5%	2%	0%	x	0%
COCCCn1c(SCc2ccccc2)nc2cc(OC)c(OC)cc2c1=N
 : -2%	u	4%	-11%	-21%	-12%	u	-2%
COc1ccccc1CNC(=O)CCn1c(=O)oc2ccccc21
 : -5%[15.4 µM]	9%	12%	2%	5%	-9%	13%	-38%
COc1ccc(OCc2nnc3n2N=C(c2ccc(OC)cc2)CS3)cc1
 : -11%	6%	3%	1%	3%	x	u	11%
C=CCn1c(-c2cccc(OC)c2OC)n[nH]c1=S
 : -5%	2%	-30%	1%	2%	5%	-8%	2%
CCc1nc2c(sc3nc(N4CCOCC4)c4c(c32)CC(C)(C)OC4)c(=O)o1
 : -3%	-7%	-5%	-1%	-5%	10%	u	8%
CC1(C)Cc2nc3oc4c(=O)n(CC(=O)Nc5cccc(Cl)c5)cnc4c3cc2CO1
 : x	-12%	x	-1%	6%	9%	x	14%
COc1ccc(NC(=O)c2cc(-c3ccccc3Cl)no2)cc1
 : 5%	3%	-9%	-2%	-1%	4%	4%	-5%
COC(=O)[C@@H]1[C@@H]2C[C@H]3c4[nH]c5cc(OC)ccc5c4CCN3C[C@@H]2C[C@H](OC(=O)c2cc(OC)c(OC)c(OC)c2)[C@H]1OC
 : x	10µM*	u	-8%[29.1 µM]	2%[29.1 µM]	x	u	23%[21.6 µM]
Cc1ccc(F)cc1NC(=O)c1cnccn1
 : -7%	2%	10%	0%	-4%	10%	-1%	-5%
COc1ccc(-c2csc(NC(=O)c3ccccc3C(=O)O)n2)cc1
 : -3%	5%	-51%	-4%	-4%	11%	-1%	3%
CNc1nc(-c2ccc([N+](=O)[O-])cc2)cs1
 : -6%	4%	6%	-3%	2%	-9%	6%	7%
CCNC(=S)N1CCN(CCNC2=CC(=O)CC(C)(C)C2)CC1
 : 14%	8%	6%	-8%	-9%	21%	-7%	14%
C=CCn1c(=NC(=O)C2COc3ccccc3O2)sc2cc(S(N)(=O)=O)ccc21 (stereo not given)
 : -4%	-24%	-30%	6%	5%	0%	u	10%
Cn1c(=O)oc2cc(S(=O)(=O)NCCC(=O)NC3CCCC3)ccc21
 : 4%	7%	2%	-2%	0%	-5%	-3%	15%
COc1cc(/C=N/NC(=O)CSc2cc(C)c(Br)cc2C)ccc1O
 : 0%	6%	-3%	-1%	-6%	-12%	0%	-2%
COCC(=O)Oc1c(Sc2ccccc2[N+](=O)[O-])c(C)nn1C(C)(C)C
 : -4%	-11%	-21%	-4%	-13%	u	8.9µM*	3%
COc1cc(/C=C2\C(=O)N(CCC#N)N=C2C)c(Br)cc1OC(C)C
 : 0%	-21%	15%	-7%	-11%	-15%	-8%	1%
CCOC(=O)N1CCN(C(=O)c2ccc(NS(C)(=O)=O)cc2)CC1
 : 0%	2%	-14%	0%	-2%	-7%	6%	1%
COC(=O)C1C(=O)C2=C(CC1C)NC(C)=C(C(=O)OCc1ccc(OC)cc1)C2c1ccc(C)o1 (stereo not given)
 : 9%	u	u	-5%	-6%	-3%	u	6%
Oc1ccc(Nc2nnc(-c3ccc(O)cc3)c3ccccc23)cc1
 : 1%	-7%	17%	1%	2%	16µM*	5%	1%
COc1ccc(N2CCN(C(=O)CN(CCc3ccccc3)S(C)(=O)=O)CC2)cc1
 : -1%	-1%	-23%	2%	-1%	-2%	-4%	1%
COc1ccnc(Oc2ccc(F)cc2)c1C(=O)N/C=N/OCc1ccc(F)cc1
 : -4%	1%	-8%	-3%	-1%	-13%	-8%	-5%
Cc1cc(C)nc(NC(=O)/C=C/c2ccccc2Cl)n1
 : 3%	11%	u	0%	-2%	4%	-3%	3%
O=C(Oc1ccccc1)N1CCC2(CCCN(c3ccc(-c4ccccc4)cc3)C2)CC1
 : x	x	-8%	4%	-5%	x	u	219%[activator]
C[C@H](N)c1nnc(SCc2c(Cl)cccc2Cl)o1
 : -5%	12%	16%	0%	-1%	1%	-4%	9%
COc1cccc(CNC(=O)CCC2CCCN(C(=O)c3cscn3)C2)c1 (stereo not given)
 : 13%	-13%	-2%	0%	-10%	2%	-13%	11%
O=C(CSc1nnc(-c2ccccc2Br)o1)N1CCc2ccccc2C1
 : -4%	-12%	13%	-11%	-9%	5%	u	5%
O=C(O)CCCn1cc(NC(=O)c2ccco2)cn1
 : -5%	5%	2%	-13%	-5%	-6%	11%	7%
Cc1ccc(NC(=O)Cn2cccc2)c(Br)c1
 : -9%	7%	14%	6%	8%	0%	-4%	15%
COc1ccccc1-n1c(-c2ccc(Cl)cc2)c[nH]c1=S
 : -6%	-20%	22%	5%	-4%	-15%	u	14%
CCOC(=O)c1nn(-c2cc(C(=O)OC)cc(C(=O)OC)c2)cc1O
 : -8%	1%	2%	3%	5%	4%	1%	9%
CCCOc1ccc(NC(=O)OC2CCN(C)CC2)cc1
 : -9%	4%	-9%	8%	3%	-9%	7%	6%
Clc1ccc(-c2nnc(-c3ccccc3)nc2-c2c[nH]c3ccccc23)cc1
 : 0%	9%	16%	4%	2%	10%	20%	9%
CCOc1ccc(NN=C(C(=O)OC)C(=O)OC)c([N+](=O)[O-])c1
 : -11%	1%	x	-3%	2%	8%	2%	-5%
CC(=O)c1ccc(OCC(O)CN2CCN(CCO)CC2)cc1 (stereo not given)
 : -5%	-2%	22%	-1%	3%	-11%	-7%	2%
NC(=O)COC(=O)c1ccc(C(=O)C(=O)c2ccccc2)cc1
 : u	u	4%	x	1%	9%	u	20%
O=C(CCNC(=O)c1ccccc1Cl)Nc1ccc(Cl)c(C(F)(F)F)c1
 : 8%	1%	-57%[inhibitor]	8%	6%	-7%	6%	-4%
CC1(NC(=O)NCc2ccco2)CCS(=O)(=O)C1 (stereo not given)
 : -7%	u	-28%	-1%	13%	2%	u	-2%
CCC(NC(=O)Nc1nccs1)(C(F)(F)F)C(F)(F)F
 : -6%	4%	-10%	-1%	-5%	1%	5%	9%
CCn1cc([C@@H]2C[C@H]3CN(Cc4cccc(Cl)c4)C(=O)[C@]34CCCN24)cn1
 : 0%	9%	x	-6%	0%	-2%	17%	6%
O=[N+]([O-])c1cc(Cl)cc(/C=N\Nc2ccccn2)c1O
 : -3%	-6%	-103%[inhibitor]	-8%	0%	-11%	1%	1%
CCn1cc(C(=O)O)c(=O)c2cc(F)c(N3CCN(C(=S)Nc4ccccc4OC)CC3)cc21
 : x	u	x	-1%	-3%	3%	x	-4%

(next part)
Results follow in this order: GAA inh	JMJD2E inh	SMN2 splice enh	aGlu spleen mod	GLA spleen mod	GAA glycogen	ALDH1A1 inh	RGS12 GoLoco inh
COc1ccc(OC)c(C(=O)c2coc3ccc(OCC(=O)O)cc23)c1
 : 2%	u	-15%	-9%	0%	-3%	-18%	6%
Cc1[nH]n(-c2ccccc2)c(=O)c1C=Nc1ccc(S(N)(=O)=O)cc1
 : x	-7%	x	-4%	-6%	4%	x	7%
CC(C)N(Cc1ccccc1)C(=S)NCCN1CCOCC1
 : 1%	-8%	4%	6%	7%	-1%	-9%	11%
COc1ccc(-c2nc(C#N)c(NCC3CCCO3)o2)cc1OC (stereo not given)
 : 3%	u	u	-1%	1%	u	u	-14%

Arranged by formula weight (rising): some entries from above
Results follow in this order: GAA inh	JMJD2E inh	SMN2 splice enh	aGlu spleen mod	GLA spleen mod	GAA glycogen	ALDH1A1 inh	RGS12 GoLoco inh
O=[N+]([O-])c1cc(Cl)cc(/C=N\Nc2ccccn2)c1O
 : -3%	-6%	-103%[inhibitor]	-8%	0%	-11%	1%	1%
COc1ccc(-c2nc(C#N)c(NCC3CCCO3)o2)cc1OC (stereo not given)
 : 3%	u	u	-1%	1%	u	u	-14%
CCn1cc(C(=O)O)c(=O)c2cc(F)c(N3CCN(C(=S)Nc4ccccc4OC)CC3)cc21
 : x	u	x	-1%	-3%	3%	x	-4%

Source: PubChem
